HT1080 IDH1KD tx – qHTS for induction of synthetic lethality in tumor cells producing 2HG: qHTS for the HT-1080-IDH1KD cell line | HT-1080 IDH1 knockdown viability, ATP luminescence, 48 h | Potency, µM (doses to about 46.1 µM), without a hit: at the top dose activity, negative = toxicity, usual class: cytotoxic | 360,000 tested, 2% active | AID 686971, 2013;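 also: 0% = DMSO wells and -100% = cell-free medium wells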
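After a 2 h attachment period, IDH1KD HT-1080 cells took pin-transferred compound for 48 h at 37 °C; ATP-based luminescence after 10 min room-temperature reagent incubation reported viability.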
GLP-1R inv ag – qHTS of GLP-1 Receptor Inverse Agonists (Inhibition Mode); Potency, µM (doses to about 38.3 µM), without a hit: top-dose activity change, negative = inhibition, hits mostly inhibitors; Glucagon-like peptide 1 receptor (Homo sapiens), P43220; 410,000 tested, 1.6% active; AID 624417, 2012; HEK293 GLP-1R CRE-luciferase, luminescence, 24 h; GLP-1R form is constitutively active; also: % is scaled to controls: 0 for no effect and ±100 for the full control effect; nearly all actives have a fitted effect of over 55% in size
Target sequence (P43220 whole entry, looked up): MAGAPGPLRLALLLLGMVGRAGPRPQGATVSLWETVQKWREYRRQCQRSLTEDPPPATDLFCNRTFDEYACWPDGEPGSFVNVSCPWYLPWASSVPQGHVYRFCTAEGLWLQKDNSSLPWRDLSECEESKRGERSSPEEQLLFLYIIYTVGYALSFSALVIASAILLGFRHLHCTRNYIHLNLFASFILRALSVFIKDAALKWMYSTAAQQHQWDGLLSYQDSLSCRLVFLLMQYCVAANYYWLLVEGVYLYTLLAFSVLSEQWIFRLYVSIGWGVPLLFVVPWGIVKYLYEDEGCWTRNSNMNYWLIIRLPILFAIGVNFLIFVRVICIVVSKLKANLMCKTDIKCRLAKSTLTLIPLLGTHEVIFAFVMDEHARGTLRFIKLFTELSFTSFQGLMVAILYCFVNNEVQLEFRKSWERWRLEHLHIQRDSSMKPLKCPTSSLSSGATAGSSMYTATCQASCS
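Inverse agonists were sought by their lowering of basal cAMP reporter luciferase output in HEK293 cells stably carrying constitutively active human GLP-1R, after 24 h compound treatment.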
TDP-43 yeast inh – qHTS of TDP-43 Inhibitors; TDP-43 expressing yeast growth rescue, BacTiter-Glo, 24 h; Potency, µM (highest dose often 46.1 µM), for inactives: at the top dose growth rescue (activation), actives largely listed as activators; 410,000 tested, 1.8% active; also: % of control where 0% means no effect; nearly all actives have a fitted effect of over 50% in size
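Galactose-induced TDP-43 yeast, OD600=0.02, compound pinned; 24 hr, 30 deg C; BacTiter-Glo luminescence for growth. Inhibitors of TDP-43 toxicity read as activators.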
GLP1R cytotox – qHTS of GLP-1 Receptor Inverse Agonists: Cytotox Screen; HEK293 cAMP-luciferase reporter cells, luminescence, 24 h; 410,000 tested, 0.13% active; Potency, µM (series often up to 38.3 µM), inactives show top-dose activity change, negative = inhibition, most hits filed as inhibitors;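 also: loss of luciferase light is scored as toxicity; % is scaled to controls: 0 for no effect and ±100 for the full control effect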
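Seeding density was 200 cells/uL; after overnight-length (12 h) culture, 23 nL compounds went on for 24 h at 37 °C. Readout used a luciferase detection reagent, luminescence taken after 12 min at room temperature.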
GLP-1R agonist – qHTS of GLP-1 Receptor Agonists | 380,000 tested, 0.007% active | AID 624172, 2012 | Potency, µM (series often up to 45.6 µM), without a hit: at the top dose activation, usual class: activators | HEK293 GLP-1R CRE-luciferase, luminescence, 4-6 h; cells express a hypersensitive GLP-1R form | Glucagon-like peptide 1 receptor (Homo sapiens), P43220; also: % of control where 0% means no effect
SW480 rereplic – A quantitative high throughput screen for small molecules that induce DNA re-replication in SW480 colon adenocarcinoma cells | 340,000 tested, 1.8% active | SW480 DNA re-replication, Hoechst DNA content imaging, 48 h | Potency, µM (highest dose often 46.1 µM), without a hit: at the highest dose re-replication activation, hits mostly activators; also: % of control where 0% means no effect; nearly all actives have a fitted effect of over 55% in size
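Treated cells incubate 48 hr (37 C, 5% CO2), are stained 40 min with Hoechst, and nuclear fluorescence is enumerated; a rise in nuclei with high DNA signal marks re-replication.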
KB-3-1 cytotox – qHTS assay for MDR1-selective chemotherapeutics: Primary screen using the parental adenocarcinoma cell KB-3-1; AID 1347075, 2019; KB-3-1 viability, CellTiter-Glo ATP luminescence, 72 h; Potency, µM (series often up to 46.1 µM), without a hit: top-dose activity change, negative = cytotoxic, usual class: cytotoxic; 400,000 tested, 1.4% active; also: % is scaled to controls: 0 for no effect and ±100 for the full control effect; nearly all actives have a fitted effect of over 60% in size
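Screening of KB-3-1 cells (DMEM, 10% FBS, phenol-red free) ran from lowest to highest compound concentration; after 72 h at 37 °C viability was read luminescently and curves fitted.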
KB-V1 MDR tox – qHTS assay for MDR1-selective chemotherapeutics: Primary screen using the drug-selected MDR subline cells KB-V1; 400,000 tested, 3.4% active; Potency, µM (series often up to 46.1 µM), inactives show at the top dose activity change, negative = cytotoxicity, most hits filed as cytotoxic; KB-V1 MDR cells viability, CellTiter-Glo, 72 h; AID 1347076, 2019; also: % is scaled to controls: 0 for no effect and ±100 for the full control effect; nearly all actives have a fitted effect of over 60% in size
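Following 72 h at 37 degrees C with compound, KB-V1 cell viability was read by CellTiter-Glo luminescence, medium being phenol-red-free DMEM plus 10% FBS; concentration-response parameters came from normalized, curve-fitted qHTS data.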
HT1080NT lethal – qHTS for induction of synthetic lethality in tumor cells producing 2HG: qHTS for the HT-1080-NT fibrosarcoma cell line. HT-1080-NT fibrosarcoma viability, CellTiter-Glo ATP luminescence, 48 h. Potency, µM (doses to about 46.1 µM), inactives show top-dose activity, negative = less viability, most hits filed as cytotoxic. 360,000 tested, 1.6% active. AID 686970, 2013;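 also: NT is the 2HG producing partner of a matched IDH1 knockdown line; 0% = DMSO-treated cells and -100% = media-only wells without cells; nearly all actives have a fitted effect of over 55% in size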
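750 cells/well, RPMI + 5% FBS; 2 h settle, compound pin-transfer, 48 h at 37 degrees C. CellTiter-Glo 10 min RT, luminescence. Normalized to DMSO and media-only wells.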
An asterisk follows results filed as active; u = inconclusive; x = no result given; [ ] = another dose, or the depositor's remark. Calls follow the shape of the dose curve; as a rule, active = well fitted curve in the direction sought with a large enough effect; inconclusive = small, poorly fitted or top-dose-only effect, or another doubt; inactive = no such curve, though single readings can be large; an effect the other way counts as inactive or inconclusive. Potency is read from the fitted curve at half-maximal effect.

SMILES | HT1080 IDH1KD tx | GLP-1R inv ag | TDP-43 yeast inh | GLP1R cytotox | GLP-1R agonist | SW480 rereplic | KB-3-1 cytotox | KB-V1 MDR tox | HT1080NT lethal
Cc1cc(C(=O)N2CCCC(CO)(Cc3ccc(F)cc3)C2)c(C)o1 (stereo not given) | 12% | -26% | u | -13% | -3% | u | 25% | u | 9%
COc1ccccc1CC(=O)N1CCN(S(=O)(=O)c2ccccc2)CC1 | 17% | -1% | 11% | -6% | 3% | 23% | 4% | -19% | 19%
O=C(NCCCN1CCCCCC1)c1ccc2c(Cl)c3c(nc2c1)CCCC3 | u | -1% | 0% | u | 6% | 35% | u | 0% | -9%
CC(C)c1nnc(NC(=O)CCS(=O)(=O)Cc2ccccc2)s1 | 20% | 3% | -15% | 1% | 12% | -28% | -5% | u | 2%
CC(C)(C)c1cc(NC(=O)COC(=O)C2CC2)n(-c2ccccc2)n1 | 0% | 16% | 0% | -8% | 4% | -10%[9.22 µM] | u | 4% | 1%
CC(=O)Nc1c(O)nc(SCC(=O)Nc2c(C)cccc2C)[nH]c1=O | 10% | 0% | -21% | -13% | -9% | -9% | 22% | 10% | 9%
OCCNc1ncnc2c1sc1nc(N3CCOCC3)c3c(c12)CCC3 | 7% | 18%[7.66 µM] | -19% | 4%[7.66 µM] | 1% | -2% | u | u | -8%
CC(OC(=O)c1cn(-c2ccccc2)nc1-c1cccnc1)C(N)=O (stereo not given) | 5% | 8% | 7% | -2% | 7% | -4% | -2% | -8% | 0%
COCCn1c(SCC(=O)N2CCCc3ccccc32)nc2cccnc21 | 0% | 1% | 12% | -12% | 8% | -3% | 7% | u | 7%
CC(C)(C)C(=O)Nc1cccc(-c2cc(-c3c(Cl)cccc3Cl)no2)c1 | -11% | u | 7% | -18% | 11% | u | -4% | u | -9%
O=C(CNc1ccccc1)c1ccc([N+](=O)[O-])cc1 | 2% | 18% | 21% | -3% | 0% | -41%[inhibitor] | 1% | 1% | 2%
O=C(Nc1ccc(S(=O)(=O)NC2=NCCCCC2)cc1)c1cc(F)c(F)cc1Cl | 3% | 2% | 9% | 8% | -23% | -14% | -17% | u | 6%
O=C1C(=O)N(c2ccccc2)C(c2ccccc2)C1c1ccccc1 (stereo not given) | -1% | u | 4% | u | -31% | 1% | 0% | u | -4%
COc1ccc(N(CC(=O)Nc2ccccc2C(=O)NCCc2ccccc2)S(C)(=O)=O)cc1OC | -16% | 63%[activator] | -16% | -14% | 14% | -3% | -4% | -12% | 1%[9.24 µM]
CC(C)COC(=O)CCNc1n[nH]c(=O)[nH]c1=O | 7% | 6% | -16% | 5% | -8% | -3% | 2% | 21% | 11%
O=C(Cc1ccccc1[N+](=O)[O-])OCN1C(=O)c2ccccc2C1=O | 1% | 1% | 14% | -14% | 1% | -4% | -9% | 18% | 1%
CC1CCCN(S(=O)(=O)c2ccc(NC(=O)CNC3CCCC3)cc2)C1 (stereo not given) | -5% | u | -9% | 40%[activator] | 7% | u | u | -30% | -20%
Nc1nonc1-n1nnc(C(=O)N/N=C/c2ccncc2)c1CSc1ccccc1 | -9% | u | -16% | 2% | -1% | -23% | 19% | 5% | -8%
CCCCC(c1nc2ccccc2[nH]1)n1c(-c2ccccc2)nc2cc(C)c(C)cc21 (stereo not given) | 18% | 8% | -5% | -1% | 3% | x | 0% | 0% | 20%
CCCCN(CC(=O)NCc1ccc(Cl)cc1)S(=O)(=O)c1ccc2c(c1)OCCO2 | 3% | u | 20% | -22% | -3% | -2% | 14% | 12µM* | 7%
CS(=O)(=O)N1CCc2cc(C(=O)Nc3ccc(Br)cc3)ccc21 | 0% | 13% | 6% | 5% | 10% | -1% | -12% | 5% | -4%
C=CCc1cc(C)ccc1OCCOCCn1ccnc1 | -6% | -30% | -8% | 4% | 13% | 0% | 0% | 8% | 16%
Cc1ccc2nc(NC(=O)C3CCCN(S(=O)(=O)c4cccc5nsnc45)C3)sc2c1 (stereo not given) | -8% | u | u | -7% | 0% | 11% | 1% | u | -1%
Cc1cccc(OCC(=O)Nc2nc(-c3ccncc3)cs2)c1 | 4% | 16% | 17% | -30% | 12% | 4% | u | -15% | 15%
CCCC(=O)Nc1ccc(-c2nc3cc(C)c(C)cc3o2)cc1 | 18% | -7% | -5% | -15% | -10% | -10% | -7% | 4% | 11%
CCSc1nnc(NC(=O)c2cccc(S(=O)(=O)N(C)c3ccc(C)cc3)c2)s1 | 22% | -18% | 15% | -9% | -12% | 18µM* | -2% | 15µM* | 3%
O=C(Nc1ccccc1C(F)(F)F)c1cccnc1 | 20% | 3% | -19% | -14% | -5% | -3% | -3% | 0% | 19%
O=C(CC[C@H]1O[C@@H](n2ccc(=O)[nH]c2=O)[C@H](O)[C@@H]1O)NCC(c1ccccc1)c1ccccc1 | 17% | 26% | u | 5% | -1% | x | 0% | 9% | 13%
CCC1(c2ccc(F)cc2)NC(=O)N(CC(=O)NC2CC2)C1=O (stereo not given) | 9% | -11% | -6% | 2% | -23% | -3% | 9% | 0% | 9%
Cc1ccc(-n2nc3c(c2NC(=O)c2ccco2)CS(=O)C3)cc1 (stereo not given) | -1% | 6% | -13% | -10% | 9% | 1% | u | 5% | -5%
Clc1ccc(-n2nnc(-c3cccnc3Cl)n2)cn1 | -2% | -17% | 24% | 13% | 0% | 22% | 0% | 10% | 4%
CCN(CC)CC(=O)Nc1ccc(C)cc1C(=O)c1ccccc1 | 4% | u | 6% | 0% | 20% | 0% | 7% | -20% | 0%
O=C(O)CC(c1cccc2ccccc12)n1cccc1 (stereo not given) | 8% | -10% | 26% | -1% | -3% | -2% | -1% | 0% | 13%
CCN1C(=O)CC(C(C)C)N(C2CCCC2)c2nc(Nc3ccc(C(=O)NC4CCN(C)CC4)cc3OC)ncc21 (stereo not given) | -22% | -2% | 19% | -5% | -5% | 1%[9.22 µM] | u | u | -22%
O=C1/C(=C/c2ccc3c(c2)OCO3)CCC/C1=C\c1ccc2c(c1)OCO2 | -4% | 24% | -5% | 11% | 9% | -99% | -20% | u | -3%
CCSC1=NCCN1C(=O)c1ccc(S(=O)(=O)N(CC)CC)cc1 | 10% | 7% | 3% | 12% | 5% | -15% | -8% | -18% | -2%
COc1ccc(NC(=O)CCNS(=O)(=O)c2ccc(Br)s2)cc1 | 0% | u | 15% | -17% | 4% | -4% | -9% | -4% | -17%
O=C(Nc1cc(S(=O)(=O)N2CCOCC2)ccc1N1CCOCC1)c1cccc(Cl)c1 | -12% | 4% | 8% | -3% | -2% | x | -1% | -17% | -3%
CCCCNC(=S)N(C)/N=C/c1ccccc1C(=O)O | 10% | 0% | 7% | -1% | -1% | -4% | 4% | 5% | -1%
CCS(=O)(=O)c1nc(S(=O)(=O)c2ccc(C)cc2)c(NCCCn2ccnc2)s1 | 9% | 8% | 16% | -9% | 10% | u | 3% | 24% | 7%
CCOc1cc(/C=C/c2nc3cc(C)c(C)cc3s2)ccc1OCC(=O)N1CCOCC1 | 13% | -1% | 14% | 51%[activator] | 3% | u | -1% | 10µM* | 4%
CCOc1cc(C)c(C(C)C)cc1S(=O)(=O)n1ccc(C)n1 | 3% | u | -20% | 5% | -1% | -4% | -13% | -32% | -4%
Cc1ccc(NC(=S)NC(=O)Cc2ccccc2)c(O)c1 | -4% | u | 21% | -23% | 11% | -3% | 9% | -13% | -3%
CN1CCN(C2=C(NS(=O)(=O)c3cccs3)C(=O)c3ccccc3C2=O)CC1 | u | -11% | -24% | u | 0% | u | u | u | u
CCNC(=O)C(=O)N/N=C/c1cc([N+](=O)[O-])ccc1O | u | 44%[activator] | 20µM* | 9% | 0% | 33% | 10% | -5% | -20%
CCOc1[nH]n(-c2ccccc2)c(=O)c1C=NCc1ccncc1 | 3% | 25% | 23% | -19% | -3% | u | -4% | -4% | 5%
O=C(c1cccc(F)c1)N1CCN(Cc2ccc3c(c2)OCO3)CC1 | 11% | -7% | -8% | 8% | 0% | 1% | 8% | -21% | 1%
Cc1cc(C)c(NS(=O)(=O)c2ccc(-c3cnc(C4CC4)o3)cc2)c(C)c1 | x | u | u | u | x | x | 0.46µM* | 2.1µM* | x

Source: PubChem BioAssay (National Center for Advancing Translational Sciences (NCATS))
